All columns: NCI-60 one-dose screen, growth in % after 48 h at 10 µM unless noted; 100 = growth as untreated, 0 = no growth, -100 = all killed.
SK-MEL-28 = SK-MEL-28 melanoma; 81,000 tested, 4.1% active; AID 1794761
A549/ATCC = A549/ATCC NSCLC | 81,000 tested, 3.7% active | AID 1794740
M14 = M14 melanoma | 80,000 tested, 6.2% active
HOP-62 = HOP-62 NSCLC; AID 1794735; 80,000 tested, 3.9% active
EKVX = EKVX NSCLC; 71,000 tested, 3% active; AID 1794765
SK-MEL-5 = SK-MEL-5 melanoma; 80,000 tested, 6.4% active; AID 1794755
CCRF-CEM = CCRF-CEM leukemia; 77,000 tested, 7% active; AID 1794778
HOP-92 = HOP-92 NSCLC cells | 71,000 tested, 6.3% active | AID 1794738
Active calls of the source: *; nt = not tested or not shown; & = joins results of further samples. How the source made its calls: active means growth percent below 10; inactive means the rest.

SMILES	SK-MEL-28	A549/ATCC	M14	HOP-62	EKVX	SK-MEL-5	CCRF-CEM	HOP-92
CNC(=O)c1nn(C)c(=O)[nH]c1=O	121	115	103	95	130	104	87	nt
Cn1cc(-c2nonc2-c2c[nH]c3ccc(Br)cc23)c2cc(Br)ccc21	59	31	43	29	34	70	34	56
CC(=O)OCC(=O)C1(O)CCC2C3CCC4=CC(=O)CCC4(C)C34OC4CC21C (stereo unspecified)	105	101	92	96	100	102	nt	84
COc1ccc2c(c1OC)C(=O)OC2C1c2c(c(COC(=O)C(C)NC(=O)OC(C)(C)C)c3c(c2OC)OCO3)CCN1C (stereo unspecified)	98	95	92	91	99	99	104	91
O=[N+]([O-])c1cccc(CN(Cc2cccc([N+](=O)[O-])c2O)C2CCCCC2)c1O	103	102	103	100	97	97	107	nt
CC(C)c1nc2c([nH]1)c(=O)n(C)c(=O)n2C	121	109	99	82	104	109	96	nt
Cc1nn(-c2ccccc2)c2nc(N3CCOCC3)c(C#N)cc12	110	94	117	71	80	98	106	106
CC(C)(C)C1=CCN(C(C)(C)/C=N\O)CC1	107	106	97	100	nt	101	115	nt
CC(C)(C)NC(=O)Nc1nccnc1OCc1ccc(Cl)cc1	99	91	95	97	91	88	97	84
CC12CCC3C(C1)C(C(=O)O2)C(=O)OC3(C)C (stereo unspecified)	110&106	108&99	98&104	102&103	157	109	93&100	112
CC(O)(c1ccccc1)c1ccccc1	112	101	105	nt	nt	95	97	nt
CCN1CCN(c2cc3c(cc2F)c(=O)c(C(=O)O)cn3C2CC2)CC1	114	100	100	119	109	74	113	nt
Cc1ccccc1C(=O)c1ccccc1C(=O)c1ccccc1	102	95	102	98	106	nt	93	nt
NC(c1ccccc1)c1ccccc1	107	80	95	87	95	98	92	97
CC(=O)CCC(C#N)(C#N)C(C#N)(C#N)CCC(C)=O	110	100	100	108	110	114	101	106
CC(=O)Nc1ccc(C(C)(C)C)cc1	103	102	100	102	93	98	95	86
CC(=O)OC1CCC2(C)C(CCC3C4CCC(C(C)=O)C4(C)CC(=O)C32)C1 (stereo unspecified)	101	89	92	106	nt	100	nt	nt
NNC(=O)c1cnccn1	111	127	98	97	91	100	nt	73
CCN1CCC2(CC1)Nc1cc(Cl)ccc1-c1ccnn12	102	100	90	58	nt	102	91	53
CN(C)CCC(c1ccc(Br)cc1)c1ccccn1 (stereo unspecified)	131	101	99	106	92	nt	97	73
N/C(=N\c1nc2ccccc2s1)NC(=O)Nc1ccc(Cl)cc1	96	93	99	105	93	99	nt	97
CC(NC(=O)CN)C(=O)O (stereo unspecified)	103&113	99&102	98&118	98&106	96	100&116	86&101	94&102
CCC(=O)Nc1nccs1	103	103	108	100	112	106	90	92
N#C/C(=C\c1ccc2c(c1)OCO2)c1nc2ccccc2s1	94	66	92	43	97	80	95	55
CN(C)c1ccc(C(c2ccc(N(C)C)cc2)c2ccc([N+](=O)[O-])cc2)cc1	107	94	103	100	100	106	98	93
C[N+](C)(CCOC(c1ccccc1)c1ccccc1)CC(=O)OCc1ccccc1	106	102	91	98	101	98	122	106
O=[N+]([O-])c1ccc(OCCOc2ccccc2)c(Cl)c1	105	86	118	101	85	91	85	74
NCCC[C@H](N)C[C@H]1O[C@@H](n2cnc3c(N)ncnc32)[C@H](O)[C@@H]1O	102	103	103	96	102	98	93	101
O=C(O)CCN(Cl)Cl	105	103	111	101	nt	103	109	104
Cn1c(=O)c2[nH]c(C3CC3)nc2n(C)c1=O	113	97	115	106	98	117	109	96
O=c1cc(-c2ccccc2)oc2cc(OCc3cn(Cc4ccc(F)cc4)nn3)cc(OCc3cn(Cc4ccc(F)cc4)nn3)c12	30	23	57	12	57	17	78	-18*
Cc1ccc(Oc2nc3ccccc3cc2-c2nnc(-c3ccc(Cl)cc3)o2)cc1	110	89	97	93	nt	99	89	65
CSc1cccc(NC(=S)NN/C(=N/S(=O)(=O)c2ccccc2)N2CCCC2)c1	106	100	95	91	nt	101	94	82
CC(=O)c1[nH]c(Sc2ccccc2)c2ccccc12	105	58	89	81	67	74	30	40
O=c1[nH]c(-c2cccc(F)c2)cc2cc(F)ccc12	62	26	20	32	39	42	14	71
COc1ccc(-c2[nH]c3ncc(-c4ccc(F)cc4)n3c(=O)c2C#N)cc1	100	99	107	97	101	106	95	92
COc1ccc(/C=C/C(=O)c2ccc(NC(=O)CSc3nnc(-c4cc(OC)c(OC)c(OC)c4)o3)cc2)cc1	-21*	7.8*	-60*	44	-2.8*	-84*	-1.5*	-55*
COc1cc2oc(-c3ccc(NC(=O)c4ccc([N+](=O)[O-])cc4)cc3)cc(=O)c2c(OC)c1OC	110	99	107	109	100	96	115	135
COc1ccc(OC)c(C(=O)Nc2cccc(-c3cc(=O)c4ccccc4o3)c2)c1	104	89	nt	89	90	nt	87	94
CSC1SCC2C(=O)N(C)C(C(C)C)C(=O)OCC(NC(=O)c3cnc4ccccc4n3)C(=O)NC(C)C(=O)N(C)C1C(=O)N(C)C(C(C)C)C(=O)OCC(NC(=O)c1cnc3ccccc3n1)C(=O)NC(C)C(=O)N2C (stereo unspecified)	-14*	-15*	nt	-12*	-8.2*	-73*	-26*	-20*
Cc1ccc(S(=O)(=O)N2CCC(C(=O)Nc3ccc(F)cc3F)CC2)cc1	122	92	102	96	95	65	101	82
CC1=CC=CC(C)C(=O)N1 (stereo unspecified)	106	108	104	103	nt	100	nt	nt
Nc1nc(SC/C=C/CCl)c2[nH]cnc2n1	112&115	103&95	99&107	100&106	99&95	114&103	97	nt
COc1ccc(NC(=O)/C=C/c2ccc(NC(=O)N3CCOCC3)cc2)cn1	nt	101	104	100	95	97	102	105
Nc1ccc(I)c(Cl)c1	106	98	105	106	99	94	94	102
NC(=O)c1cccc(N)c1	107	73	96	92	93	98	100	99
COc1ccc2c(ccn2C(=O)N2c3ccccc3Sc3ccccc32)c1	66	44	22	35	nt	24	19	25
Nc1cncnc1N	98	95	93	85	92	94	104	79
COc1ccc2nc3cc(Cl)ccc3c(Nc3ccc(O)c(CN4CCCC4)c3)c2c1	83	28	-83*	27	51	41	-6.8*	32
COc1ccc(/C=C(\C#N)n2nnc3c(F)cccc32)cc1	36	36	-16*	29	32	32	19	21
CC(=O)Nc1cc2c(cc1Cl)-c1ccc(F)cc1C2O (stereo unspecified)	104	79	97	88	78	99	100	84
O=C1C=CC(=O)c2c1nc1n2CCCC1	68	42	30	80	104	22	59	132
COc1ccc(-c2nc3ccccn3c2/C=C2/C(=O)Nc3ccc(F)cc32)cc1	128	92	96	95	87	78	74	90
Cc1ccc(NC(=S)/N=c2/n(-c3ccccc3)nc3n2CCN3C2=NCCN2)cc1	108	106	83	93	113	101	102	75
CCC/C=C/C=N/N1C(=S)N(CC)[C@]23OC(N)=C(C#N)[C@]12C(=O)c1ccccc13	108	104	99	86	93	100	107	97
COc1cc2cc3c(nc2cc1OC)CCN3Cc1ccc(NC(=O)Nc2cc(C(F)(F)F)cc(C(F)(F)F)c2)cc1	98	52	77	98	nt	90	52	nt
CN(C)CCC(O)(c1ccccc1)c1ccccc1	108	99	100	88	92	104	107	103
C=CCn1c2c(c3ccccc31)CC1CN(c3ccc(C)cc3)C(=O)C1C2C(=O)O (stereo unspecified)	91	104	94	99	95	99	96	89
CC1=CC(c2ccc(Cl)cc2)N2N=CSC2=N1 (stereo unspecified)	99	98	115	106	nt	104	100	77
CC[N+](CC)(CC)Cc1ccccc1	98	111	95	105	103	101	100	97
Next section:
SMILES	SK-MEL-28	A549/ATCC	M14	HOP-62	EKVX	SK-MEL-5	CCRF-CEM	HOP-92
C[C@]12CCC3c4ccc(O)cc4C[C@@H](CCCCCCCCCS(=O)CCCC(F)(F)C(F)(F)F)C3C1CC[C@@H]2O (stereo partly specified)	97	68	100	nt	65	76	74	78
Cc1ccc(NC(=O)OC(C)N2CCCCC2)cc1NC(=O)OC(C)N1CCCCC1 (stereo unspecified)	115	113	93	100	96	102	122	64
CC1=NN(Cc2nc(-c3ccccc3)n[nH]2)C(=O)C1	114	112	96	92	102	110	nt	nt
CCN(CC)CCN=Cc1ccccc1OC	107	98	112	105	nt	105	111	101
CCCCn1c(=O)c(-c2cc(-c3ccc(Cl)cc3)nc(-c3ccc(Cl)cc3)c2)cc2cc(C)ccc21	107	98	102	102	101	104	101	103
Fc1cccc(CN2CCN(c3nc(NCCN4CCOCC4)ncc3Br)CC2)c1	102	91	104	100	94	94	104	78
O=C1NC(=S)NC(=O)C1=Cc1cc(-c2ccc(Cl)cc2)n(-c2ccccc2)n1	91	99	93	86	90	92	70	82
COc1ccc(-c2[nH]c(=S)[nH]c(=O)c2Br)cc1	105	91	88	103	96	102	98	107
COc1ccc2[nH]c(=O)cc(-n3ncc(/C(C)=N/Nc4ccc(S(N)(=O)=O)cc4)c3C)c2c1	106	102	108	98	97	99	103	nt
O=C(C[C@]1(O)C(=O)Nc2ccc(Br)cc21)c1ccc[nH]1	105	101	93	92	nt	97	96	66
N#Cc1c(N)nc2c(c1N)C(c1cccc([N+](=O)[O-])c1)C1=C(CCCC1=O)N2c1sc2c(c1C#N)CCCC2 (stereo unspecified)	107	89	107	93	108	98	102	89
CCCCN(CCCC)CCCCNc1c(C)cnc2cc(Cl)ccc12	103	105	108	98	82	96	92	44

Gathered by group, the compounds so far containing an aryl thioether with sulfur outside any ring
SMILES	SK-MEL-28	A549/ATCC	M14	HOP-62	EKVX	SK-MEL-5	CCRF-CEM	HOP-92
CSc1cccc(NC(=S)NN/C(=N/S(=O)(=O)c2ccccc2)N2CCCC2)c1	106	100	95	91	nt	101	94	82
CC(=O)c1[nH]c(Sc2ccccc2)c2ccccc12	105	58	89	81	67	74	30	40
COc1ccc(/C=C/C(=O)c2ccc(NC(=O)CSc3nnc(-c4cc(OC)c(OC)c(OC)c4)o3)cc2)cc1	-21*	7.8*	-60*	44	-2.8*	-84*	-1.5*	-55*
Nc1nc(SC/C=C/CCl)c2[nH]cnc2n1	112&115	103&95	99&107	100&106	99&95	114&103	97	nt

The results go on.
SMILES	SK-MEL-28	A549/ATCC	M14	HOP-62	EKVX	SK-MEL-5	CCRF-CEM	HOP-92
COc1ccc(-c2nc(N3N=C(c4ccc(F)cc4)CCC3=O)n(C)c(=O)c2C#N)cc1OC	nt	94	98	98	114	96	93	95
COC(=O)[C@@H](Cc1c[nH]c2ccccc12)NC(=O)[C@H](Cc1ccccc1)NCc1cccs1	103	83	103	80	67	89	104	80
Nc1nc(Nc2ccc(Cl)cc2)n(Cc2cccc(Br)c2)n1	-61*	8.7*	-49*	-30*	-4.1*	-100*	4.7*	-50*
COc1ccc(CCn2c(=O)sn(CCCl)c2=O)cc1	106	98	99	105	103	99	83	92
CC(=O)Nc1c(C)cc(O)cc1C	105	100	98	91	102	102	102	108
COc1ccc(/C=C2\Sc3c(Br)cccc3C2=O)cc1	102	91	69	68	80	89	99	89
CNC(=O)c1cc(-c2ccc(NC(=O)Nc3ccc(F)cc3)cc2)nc2cccnc12	101	87	111	78	69	93	92	90
COc1cc2nc(NC(=O)c3ccc(Oc4ccc(Cl)nn4)c(OC)c3)sc2cc1OC	113	108	111	101	101	109	68	105
CS(=O)(=O)c1ccc(C(=O)Nc2ccc(Cl)c(-c3ccccn3)c2)c(Cl)c1	23	26	27	36	24	11	nt	nt
CC1CC(O)CC(C)(C)C1.CC1CC(O)CC(C)(C)C1.CC1CC(O)CC(C)(C)C1.CC1CC(O)CC(C)(C)C1.[Ti] (stereo unspecified)	118	93	96	103	94	104	112	99
O=C(O)c1ccc(/C=N/NC(=O)c2cccc3ccccc23)cc1	107	94	108	nt	93	100	96	nt
COc1cc2c3cc1Oc1c(OC)c(OC)cc4c1[C@@H](Cc1ccc(O)c(c1)Oc1ccc(cc1)C[C@@H]3N(C)CC2)N(C)CC4	106	96	103	90	nt	90	64	nt
O=C(CNc1ccc(Cl)cc1)Nc1ccc(-c2nc3ccccc3s2)cc1	99	89	44	116	nt	25	3.2*	98
OCc1cc(CN2CCC(N3CCOCC3)CC2)c(O)c2ncccc12	71	67	41	43	67	62	35	79
Cn1c(=O)c2c(nc(OCc3ccccc3)n2C)n(C)c1=O	115	105	104	98	109	100	104	74
O=C(O)CN1CCc2c(sc3ncnc(N/N=C/c4ccccc4Br)c23)C1	107	110	108	106	104	96	nt	149
CC(=O)CC(=O)Nc1cccnc1	106	96	101	98	nt	99	100	96
COc1cc(-c2c(-c3ccccc3)c[nH]c2C(=O)NCCCO)cc(OC)c1OC	110	101	99	103	102	99	100	93
O=C(Nc1ccc(O)cc1)Nc1ccc(O)cc1	107	102	105	118	123	95	85	82
N=C(N)c1ccc(N=Nc2ccc(N)cc2N)cc1	110	80	101	108	101	98	102	104
CC(C)COC(=O)c1ccc([N+](=O)[O-])cc1	105	98	98	87	100	100	110	nt
COc1cc2c(=O)n(C3CCCCCC3)c3c4cc[nH]c4ncc3c2cc1OC	105	80	93	59	92	87	51	59
COC(=O)C1(O)NC(=C(C#N)C#N)C(C#N)=C1C(=O)c1ccc(OC)cc1 (stereo unspecified)	109	88	99	84	87	96	69	84

Rewritten comma-delimited: 4 of the compounds above.
Compound,SK-MEL-28,A549/ATCC,M14,HOP-62,EKVX,SK-MEL-5,CCRF-CEM,HOP-92
O=C(CNc1ccc(Cl)cc1)Nc1ccc(-c2nc3ccccc3s2)cc1,99,89,44,116,nt,25,3.2*,98
OCc1cc(CN2CCC(N3CCOCC3)CC2)c(O)c2ncccc12,71,67,41,43,67,62,35,79
Cn1c(=O)c2c(nc(OCc3ccccc3)n2C)n(C)c1=O,115,105,104,98,109,100,104,74
O=C(O)CN1CCc2c(sc3ncnc(N/N=C/c4ccccc4Br)c23)C1,107,110,108,106,104,96,nt,149

Source: PubChem
